Source: PubChem BioAssay (National Center for Advancing Translational Sciences (NCATS))
aGlu spleen mod: lysosomal alpha-glucosidase (human) modulation | AID 2112 | 240,000 compounds, 0.006% hits | P10253 | Potency, µM (titrated, usually from 79.9 µM), inactives show top-dose activity change, negative = inhibition, usual class: inhibitors | human spleen homogenate, 4-MU-alpha-glucoside fluorescence;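 also: potency is read from the fitted curve at half-maximal effect; 0% = enzyme with vehicle and -100% = no enzyme basal signal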
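Enzyme source: human spleen homogenate, 1 ug/well. Buffer 50 mM citric acid/K phosphate pH 5.0, 0.01% Tween-20. 4-MU-alpha-glucoside 1 mM; 37 C x 40 min; NaOH/glycine stop; fluorescence.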
HTT aggregate: mutant huntingtin aggregation inhibition. PC12 HttQ103-GFP aggregates, Acumen cytometry, 40 h. Potency, µM (highest dose often 46.1 µM), for the others: top-dose activity change, negative = inhibition, usual class: inhibitors. 220,000 compounds, 1.1% hits. AID 1688; also: potency is read from the fitted curve at half-maximal effect; % is scaled to controls: 0 for no effect and ±100 for the full control effect; nearly all actives have a fitted effect of over 60% in size
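Read-out: GFP aggregate count by laser scanning cytometer (488 nm excitation, 500-530 nm emission, 1–25 µm objects >6 SD above background). Cells: PC12, inducible HTTex1-Q103-GFP, 100 nM tebufenozide; compounds titrated.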
CBFb-RUNX1 inh: CBF-beta/RUNX1 interaction disruption | Q01196+Q13951 | AlphaScreen CBFb-His/RUNX1-biotin binding, biochemical | Potency, µM (highest dose often 59.8 µM), without a hit: top-dose activity, negative = inhibition, hits mostly inhibitors | 230,000 tested, under 10 active; also: % of control where 0% means no effect
Target sequence (Q01196 whole entry, looked up): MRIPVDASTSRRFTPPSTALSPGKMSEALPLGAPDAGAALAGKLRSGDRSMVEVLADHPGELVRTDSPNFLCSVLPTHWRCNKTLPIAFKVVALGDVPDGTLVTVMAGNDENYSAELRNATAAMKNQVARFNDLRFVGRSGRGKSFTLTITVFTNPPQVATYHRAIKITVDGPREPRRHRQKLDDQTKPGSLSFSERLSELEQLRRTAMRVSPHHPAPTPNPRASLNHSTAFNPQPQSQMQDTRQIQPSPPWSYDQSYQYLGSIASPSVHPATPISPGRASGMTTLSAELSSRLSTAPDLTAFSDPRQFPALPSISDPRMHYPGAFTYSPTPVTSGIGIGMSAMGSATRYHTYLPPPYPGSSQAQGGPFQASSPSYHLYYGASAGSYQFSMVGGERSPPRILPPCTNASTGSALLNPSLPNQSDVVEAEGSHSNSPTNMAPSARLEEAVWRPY
Target sequence (Q13951 whole entry, looked up): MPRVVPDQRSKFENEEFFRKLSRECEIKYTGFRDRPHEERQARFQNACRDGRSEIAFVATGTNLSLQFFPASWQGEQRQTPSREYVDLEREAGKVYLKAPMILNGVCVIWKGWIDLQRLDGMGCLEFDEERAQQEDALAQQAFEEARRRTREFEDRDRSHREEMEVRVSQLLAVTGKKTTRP
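His-tagged CBF-beta and biotinylated RUNX1 (30 nM each) were premixed 20 min at room temperature, exposed to compound for 15 min, then given nickel-chelate and streptavidin AlphaScreen beads (50 ng each). After 90 min, AlphaScreen signal was read.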
HTT ATP protect: Huntington cell model cytoprotection by ATP luminescence | 230,000 compounds, 0.14% hits | Potency, µM (top dose mostly 56.4 µM), for inactives: cytoprotection (ATP increase), usual class: activators | PC12 HTT-Q103 induced, cytoprotection, ATP luminescence, 40 h | AID 1471;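 also: potency is read from the fitted curve at half-maximal effect; % of control where 0% means no effect; nearly all actives have a fitted effect of over 45% in size; toxic huntingtin expression switched on by the ecdysone agonist tebufenozide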
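PC12 cells with ecdysone-inducible HTT exon 1 Q103-GFP, induced with 100 nM tebufenozide and co-treated with library compounds in a dose series (1536-well, 1500 cells/well). Cytoprotection read as ATP content by ATPlite luminescence.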
GAA glycogen mod: inhibitors or activators of human alpha-glucosidase glycogen cleavage; AID 2100; 300,000 compounds, 0.38% hits; Potency, µM (titrated, usually from 76.4 µM), inactives show top-dose activity change, negative = inhibition, usual class: inhibitors; recombinant GAA, glycogen substrate, Amplex Red glucose oxidase fluorescence;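 also: potency is read from the fitted curve at half-maximal effect; 0% = full enzyme reaction and -100% = no-enzyme basal signal; the screen sought inhibitors and activators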
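qHTS, 1536-well; enzyme 4 nM final; cpd up to 77 uM; substrate bovine liver glycogen 30 ug; 50 mM citrate/phosphate pH 5.0, 0.01% Tween-20; 37 C, 40 min; Amplex Red detection 45 min RT; Hill fit → AC50.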
LMNA splice mod: LMNA splicing modulation; HeLa LMNA splicing GFP/RFP minigene ratio, 48 h; Potency, µM (series often up to 46.1 µM), for the others: at the highest dose ratio change, negative = inhibition, most hits filed as inhibitors; AID 1487; 200,000 compounds, 0.01% hits; active = well fitted inhibition curve with a large enough effect in the signal ratio, with a control signal flat, not every such curve was filed as active; inconclusive = small, poorly fitted or top-dose-only effect, or effect the other way, or a change in a side signal; the % refers to the signal ratio; also: potency is read from the fitted curve at half-maximal effect; % is scaled to controls: 0 for no effect and ±100 for the full control effect
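S3 HeLa stable clones carrying a lamin A-EGFP splicing minigene plus DsRed2 were seeded at 600 cells/well in Opti-MEM with 2% FBS, pin-dosed and incubated 48 h at 37°C. Acumen cytometry (488 nm) gave the GFP/RFP total-intensity ratio.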
GAA inh: inhibitors of human lysosomal alpha-glucosidase | P10253 | purified human GAA, 4-MU-alpha-glucoside fluorescence | Potency, µM (highest dose often 76.9 µM), without a hit: at the highest dose activity change, negative = inhibition, hits mostly inhibitors | 200,000 compounds, 0.005% hits;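 also: potency is read from the fitted curve at half-maximal effect; plate controls were uninhibited enzyme wells for no effect and no-enzyme background for full effect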
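Fluorogenic assay: 4 nM human alpha-glucosidase with 400 uM 4-methylumbelliferyl-alpha-D-pyranoside in 50 mM citrate/phosphate, 0.005% Tween-20, pH 5.0, 20 min at room temperature. Compounds tested up to 77 uM; AC50 from Hill fits.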
The depositor's hits bear a star; ? = inconclusive; . = no result given; & = joins results of further samples; [ ] = remark or other dose. Unless noted, calls follow the shape of the dose curve; as a rule, active = well fitted curve in the direction sought with a large enough effect; inconclusive = small, poorly fitted or top-dose-only effect, or another doubt; inactive = no such curve, though single readings can be large; an effect the other way counts as inactive or inconclusive.

SMILES	aGlu spleen mod	HTT aggregate	CBFb-RUNX1 inh	HTT ATP protect	GAA glycogen mod	LMNA splice mod	GAA inh
Cc1cc(NS(=O)(=O)c2ccc(NC(=O)CSc3nc4ncc(Br)cc4[nH]3)cc2)nc(C)n1	-3%	6%[9.22 µM]	-5%	19%[10 µM]	3%	.	.
Cc1cc(C(=O)NP(=O)(N2CC(C)OC(C)C2)N2CC(C)OC(C)C2)c(C)n1C1CC1 (centres undefined)	7%	2%	6%	3%[10 µM]	9%	-11%[46 µM]	-13%
COc1ccccc1OCCCCOc1ccccc1F	-10%	11%	?	2%	-1%	9%	-2%
COc1cccc(-c2nnc(NC(=O)c3ccc(S(=O)(=O)N(CC(C)C)CC(C)C)cc3)o2)c1	0%	5µM*	2%	-96%[inhibitor]	9%	?	-15%
O=C(NNC(=O)c1ccc2c(c1)OCO2)NC12CC3CC(CC(C3)C1)C2	-2%	-12%	-1%	24%[10 µM]	-19%	1%	-2%
O=C(c1ccc(S(=O)(=O)c2cccc(Cl)c2)c([N+](=O)[O-])c1)N1CCN(c2ccccn2)CC1	-3%	11µM*	-18%	-205%[inhibitor]	1%	.	?
O=C(CP(=O)(c1ccccc1)c1ccccc1)N/N=C/c1cc(Br)cc(Br)c1O	7%	11µM*	-6%	?	-4%	?	2%
CCCCN1C(=O)c2ccc(C(=O)NCCN3C(=O)S/C(=C\c4cccnc4)C3=O)cc2C1=O	-13%	-8%	-1%	-17%[10 µM]	4%	?	2%
COc1ccc(C(=O)NCc2nnc(SCCOc3ccccc3)n2C)cc1	5%	0%	2%	10%[10 µM]	-11%	3%[46 µM]	0%
C=CCOC(=O)C1=C(C)NC(=O)NC1/C=C/c1ccccc1OC (centres undefined)	-12%	0%	4%	6%[0.074 µM]	12%	?	4%[15.4 µM]
CC(O)(P(=O)(O)O)P(=O)(O)O	-2%	-13%	17%	-35%[inhibitor]	.	?	.
CC(C)CC(=O)NC(=S)Nc1ccc(NC(=O)c2ccco2)cc1	0%	5%	6%	.	-7%	-5%	-10%
Cn1c(=O)c2c(nc(N3CCOCC3)n2CCc2ccccc2)n(C)c1=O	-1%	-1%[9.22 µM]	-3%	-16%[10 µM]	-6%	22%[46 µM]	11%
CS(=O)(=O)N(CC(=O)Nc1ccc2c(c1)OCCO2)c1ccc2c(c1)OCO2	-3%	-26%	8%	-4%	-10%	-11%	-8%
CCOC(=O)N1CCc2c(sc3ncn(C)c(=O)c23)C1	7%	6%[9.22 µM]	-6%	13%[10 µM]	12%	.	.

Fetched by compound from the list above, 7 records:
SMILES	aGlu spleen mod	HTT aggregate	CBFb-RUNX1 inh	HTT ATP protect	GAA glycogen mod	LMNA splice mod	GAA inh
O=C(c1ccc(S(=O)(=O)c2cccc(Cl)c2)c([N+](=O)[O-])c1)N1CCN(c2ccccn2)CC1	-3%	11µM*	-18%	-205%[inhibitor]	1%	.	?
COc1ccccc1OCCCCOc1ccccc1F	-10%	11%	?	2%	-1%	9%	-2%
C=CCOC(=O)C1=C(C)NC(=O)NC1/C=C/c1ccccc1OC (centres undefined)	-12%	0%	4%	6%[0.074 µM]	12%	?	4%[15.4 µM]
O=C(NNC(=O)c1ccc2c(c1)OCO2)NC12CC3CC(CC(C3)C1)C2	-2%	-12%	-1%	24%[10 µM]	-19%	1%	-2%
CC(C)CC(=O)NC(=S)Nc1ccc(NC(=O)c2ccco2)cc1	0%	5%	6%	.	-7%	-5%	-10%
COc1ccc(C(=O)NCc2nnc(SCCOc3ccccc3)n2C)cc1	5%	0%	2%	10%[10 µM]	-11%	3%[46 µM]	0%
COc1cccc(-c2nnc(NC(=O)c3ccc(S(=O)(=O)N(CC(C)C)CC(C)C)cc3)o2)c1	0%	5µM*	2%	-96%[inhibitor]	9%	?	-15%

The results go on:
SMILES	aGlu spleen mod	HTT aggregate	CBFb-RUNX1 inh	HTT ATP protect	GAA glycogen mod	LMNA splice mod	GAA inh
Cc1cc(C)n2nc(SCC(=O)N/N=C/c3ccccn3)nc2n1	-1%	3%	-10%	.	0%	-6%	-2%
Nc1c(-c2ccc(Cl)cc2)cnn1-c1cccc([N+](=O)[O-])c1	15%	-22%	-19%	-11%	8%	1%	6%
O=C(O)c1ccn2c(C(=O)c3ccccc3)c(-c3ccccc3)cc2c1	-4%	-14%[9.22 µM]	-16%	6%[10 µM]	4%	.	.
N#Cc1nc(-c2ccc(OCc3ccccc3)cc2)oc1N1CCOCC1	0%	-9%	3%	7%	5%	26%	-1%
O=C(Nc1ccc(N2CCOCC2)c(Cl)c1)c1ccccc1F	2%	27%	3%	-33%	-2%	4%	-5%
COc1ccccc1C/C(N)=N/OC(=O)c1ccc(C)c([N+](=O)[O-])c1	-15%	-3%	-10%	-7%	0%	3%	-1%
O=[N+]([O-])c1cc(C(F)(F)F)ccc1N1CCN(S(=O)(=O)c2ccc3ccccc3c2)CC1	-12%	-17%	-15%	13%	-5%	15%[0.0737 µM]	-3%
O=C(Nc1ccc2c(c1)OCO2)[C@@H]1[C@@H]2C(=O)N(C3CCCCC3)C(=O)[C@@H]2C2c3ccccc3C=CN21 (some centres undefined)	-18%	?	-16%	-24%[0.074 µM]	27%	-11%	3%
Cc1ccc(S(=O)(=O)CC(=O)c2ccc3c(c2)OCCO3)cc1	1%	1%[9.22 µM]	2%	-1%[10 µM]	1%	.	.
O=C(c1cc2ccccc2oc1=O)N(Cc1cccs1)CC1CCCO1 (centres undefined)	3%	.	-2%	.	6%	.	13%
CCOC(=O)c1ccc(COC(=O)c2cc(=O)[nH]c3ccccc23)o1	-9%	-7%	2%	16%[10 µM]	-5%	3%	-4%
CCN(CC)C(=O)CSc1nc(OC)cc(=O)[nH]1	5%	-1%	-3%	4%[10 µM]	-6%	-12%	4%
NC(=O)c1ccc(NCCCN2CCOCC2)c([N+](=O)[O-])c1	4%	.	-14%	.	5%	19%[46 µM]	2%
Cc1cc(-c2nnc(SCc3ccccn3)o2)no1	8%	19%	-1%	-5%[10 µM]	-3%	?	?
COc1ccc2c(C)cc3n[nH]c(=S)n3c2c1	-3%	1%[9.22 µM]	-4%	18%[10 µM]	?	.	0%[15.4 µM]
CCC(=O)N1CCc2cc(Br)cc(S(=O)(=O)CCC(=O)NCCOC)c21	-11%	19%[9.22 µM]	0%	-12%	2%	2%	3%
CCN1C(=O)N[C@H](c2ccc(Br)cc2)C(C(C)=O)=C1C	6%&-12%	-3%	7%&-5%	9%	-5%	?	-2%[15.4 µM]
CN(C)C(=O)c1ccc(-c2ccc3ncnc(N4CCNCC4)c3c2)cc1	5%	.	.	-57%[inhibitor]	.	-15%	.
COC(=O)c1c(C(=O)OC)c(-c2ccc(C(C)(C)C)cc2)n2c1CS(=O)C2 (centres undefined)	-4%	2%	-12%	12%[10 µM]	-1%	17%[46 µM]	0%
CNC(=S)NNC(=O)Cc1ccc(OC)cc1	-9%	-2%[9.22 µM]	14%	10%[10 µM]	0%	.	0%
CC(=O)Nc1ccc(N(C(=O)Cc2c[nH]c3ccccc23)C(C(=O)NC2CCCCC2)c2ccco2)cc1 (centres undefined)	-5%	20%	13%	?	-3%	-9%	-4%
CCCCOCCCNC(=O)c1ccccc1OCC	0%	-12%	0%	-9%	0%	0%	4%
Cc1nn(CC(=O)Nc2ccccn2)c(C)c1Br	-5%	-1%	-8%	.	0%	12%	-4%
COc1cccc2cc(-c3nnc(SCC(=O)NCc4ccccc4)n3C)oc12	-2%	16%	0%	-19%	-4%	2%	1%
O=C(c1ccccn1)N1CCN(c2ccc(C(F)(F)F)cn2)CC1	0%	?	-5%	36%[10 µM]	-4%	-11%	1%
COc1cc(NC(=S)NCCCO)c(OC)cc1Cl	-3%	?	-5%	-10%	11%	.	3%
CCN(CC)CCSc1nc2ccccc2c(=S)n1-c1ccccc1	-2%	5%	-15%	-49%[inhibitor]	2%	.	-6%
COc1ccc(C(=O)Nc2cc3c(cc2Cl)OCCCO3)cc1	3%	7%	7%	-44%[inhibitor]	4%	-1%	-12%
CCOCCCNCc1cccc(OC)c1	4%	8%	3%	-3%[10 µM]	12%	-4%	-5%
COc1ccc2cc(Br)ccc2c1CC(=O)NC1CC(C)(C)NC(C)(C)C1	-3%	-5%[9.22 µM]	-5%	-2%	-7%	-12%	0%
O=C1[C@H]2[C@H]3[C@H](O)[C@H](O)C/C(=N/OCc4ccccc4)[C@@H]3CC[C@@H]2C(=O)N1C[C@@H]1CCCO1	1%[17.4 µM]	.	9%[13.1 µM]	-6%[10 µM]	.	.	.
Cc1cc(C(=O)c2ccccc2)c(NC(=O)CCl)s1	-3%	?	-9%	5%[10 µM]	-8%	?	3%
CC(C)=CC(=O)Nc1nnc(-c2ccccc2)s1	-11%	-6%	7%	8%[10 µM]	1%	-16%	9%
COC(=O)c1ccc(CSc2ncnc3c2nnn3-c2ccc(OC)cc2)o1	-3%	18%	17%	4%[10 µM]	5%	-6%	-10%
COc1ccc(CCNC(=O)COc2cc(=O)n(C)c3ccccc23)cc1OC	2%	?	-2%	-46%	7%	.	-8%
CC(=O)c1ccc(NC(=O)c2cn(-c3ccccc3)nc2-c2ccncc2)cc1	-4%	14%	6%	-10%[10 µM]	5%	1%	0%
CCOC(=O)CCC(=O)N1CCOCCN(C(=O)CCC(=O)OCC)CCOCC1	-7%	13%	-1%	-18%[0.074 µM]	4%	?	8%
Cc1occc1C(=O)N1CCN(C(=O)C2CCCO2)CC1 (centres undefined)	-3%	-1%	-5%	5%	1%	3%	-1%
CN(C)C1N(C(=O)c2ccccc2)N=C2c3ccccc3S(=O)(=O)N21 (centres undefined)	5%	11%[9.22 µM]	0%	24%[10 µM]	-4%	23%[46 µM]	-13%
O=C(NCc1cccnc1)c1ccc(-c2cc(Cl)ccc2Cl)o1	4%	8%[9.22 µM]	5%	-10%[10 µM]	-8%	.	-5%
